SR-BI uptake up: enhances SR-BI lipid uptake from DiI-HDL; CHO ldlA[mSR-BI] cells, DiI-HDL uptake fluorescence, 3 h; 100 = double the neutral-control signal; activation, % at 12.5 µM; hit rate 0.096% among 320,000;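 active means mean replicate activation of at least 60% and every replicate at or above 60%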;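 further: 0% = median plate neutral-control signal and 100% = twice that signal; values of inactives mirror those of a sister screen read the other way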
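Test system: SR-BI-overexpressing, LDLR-lacking CHO cells; Also added: labelled HDL, 10 µg/mL; Measured by: bottom-read cell fluorescence after medium removal, ex 550/em 595 nm; Timing: 3 h uptake period with compound, 37 °C; Buffer or medium: F12, 0.5% BSA, 25 mM HEPES; Doses: single compound concentration, delivered by pin transfer.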
Arr AP2 block: blocks beta-arrestin peptide binding to AP2 adaptin | FITC-arrestin peptide / GST-AP2 beads, flow cytometry; AP2 beta2 appendage carries R879A mutation | inhibition, % at 10 µM | hit rate 0.31% among 340,000;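 active means inhibition above a set limit, near 3 SD of compounds lacking own fluorescence, cut at about 54% in these data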;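 further: plate controls were DMSO wells for no effect and 5 µM unlabelled arrestin peptide for full effect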
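Test system: GST-tagged AP2 beta2-adaptin appendage (R879A) on 4 µm glutathione beads; also added: fluorescein-tagged arrestin peptide at 50 nM final; timing: 12 min plus 1 h, RT; signal: flow cytometry, FL1 (488/535 nm); read-out: percent drop in bead-associated FITC signal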
LANA DNA inh: blocks KSHV LANA C-terminal domain binding to DNA. MBP-C-LANA/FAM-LBS DNA binding, fluorescence polarization. inhibition, % at 9 µM. hit rate 0.078% among 340,000;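 active means highest replicate inhibition at or above 60% at 9 µM, even if other replicates fall short; inactive means all replicates below 60% inhibition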;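 further: 0% = neutral control wells and 100% = 4 µM acridine orange control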
RTF Ca sens inh: cardiac RTF calcium desensitization. P19429+P45379. IANBD-labeled cardiac RTF, Ca2+ fluorescence. inhibition, % at 7.15 µM. hit rate 0.12% among 340,000. AID 493244;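 active means inhibition above the mean inhibition of all tested compounds plus 3 SD, cut at about 17% in these data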;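 further: assay run at fixed EC70 calcium of 1.6 mM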
DAGLB inhibitor: blocks human DAGLB lipase activity; Q8NCG7; HEK293T DAGLB membrane lysate, EnzChek fluorogenic substrate; inhibition, % at 5.17 µM; hit rate 0.059% among 340,000; AID 504411; in the data active means inhibition above about 34%;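 further: 0% = enzyme with vehicle and 100% = wells lacking enzyme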
PKA-R2B activ: PKA-R2B complex activation; P22694+P31323; PKA-R2B holoenzyme dissociation, Cy5-IP20 fluorescence polarization; R2B truncated from residue 108, S112A mutant; 0% DMSO only, 100% 113 µM cGMP; activation, % at 11.4 µM; hit rate 0.079% among 340,000; AID 504700;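 active means activation above a cutoff set at the mean over all compounds plus 3 SD, cut at about 18% in these data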;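 further: higher means more holoenzyme dissociation and a rise in polarization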
Target sequence (P31323 whole entry, looked up, other chains not shown, the tested form may be a part): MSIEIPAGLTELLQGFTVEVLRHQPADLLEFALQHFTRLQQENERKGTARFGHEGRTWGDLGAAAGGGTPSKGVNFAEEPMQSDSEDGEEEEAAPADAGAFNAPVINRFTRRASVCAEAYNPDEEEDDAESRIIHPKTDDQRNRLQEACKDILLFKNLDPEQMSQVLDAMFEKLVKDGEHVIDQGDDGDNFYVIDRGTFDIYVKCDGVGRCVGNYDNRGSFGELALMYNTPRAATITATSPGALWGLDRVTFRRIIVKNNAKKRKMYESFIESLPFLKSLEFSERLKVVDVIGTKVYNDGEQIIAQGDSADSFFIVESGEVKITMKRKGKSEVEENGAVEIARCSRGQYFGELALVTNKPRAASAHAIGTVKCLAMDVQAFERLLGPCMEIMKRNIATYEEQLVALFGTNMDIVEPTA
Keap1 Nrf2 FP: Keap1-Nrf2 (human) interaction inhibition; inhibition, % at 9.4 µM; AID 504523; Keap1 Kelch-Nrf2 peptide fluorescence polarization, 1536-well; hit rate 0.15% among 340,000; in the data active means inhibition above about 12%;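 further: human Keap1 Kelch domain with fluorescein labeled Nrf2 9mer peptide probe; 0% = neutral control wells and 100% = peptide positive control; higher means more block of Keap1 binding to Nrf2 peptide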
SR-BI HDL uptake: blocks mouse SR-BI lipid uptake from DiI-HDL; inhibition, % at 12.5 µM; AID 488896; hit rate 0.96% among 320,000; ldlA[mSR-BI] CHO cells, DiI-HDL uptake fluorescence, 3 h;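 active means mean replicate inhibition of at least 70% and a set share of replicates each scoring 70 or more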;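 further: 0% = median of neutral control wells and 100% = median of positive control wells; values of inactives mirror those of a sister screen read the other way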
Target sequence (Q61009 whole entry, looked up): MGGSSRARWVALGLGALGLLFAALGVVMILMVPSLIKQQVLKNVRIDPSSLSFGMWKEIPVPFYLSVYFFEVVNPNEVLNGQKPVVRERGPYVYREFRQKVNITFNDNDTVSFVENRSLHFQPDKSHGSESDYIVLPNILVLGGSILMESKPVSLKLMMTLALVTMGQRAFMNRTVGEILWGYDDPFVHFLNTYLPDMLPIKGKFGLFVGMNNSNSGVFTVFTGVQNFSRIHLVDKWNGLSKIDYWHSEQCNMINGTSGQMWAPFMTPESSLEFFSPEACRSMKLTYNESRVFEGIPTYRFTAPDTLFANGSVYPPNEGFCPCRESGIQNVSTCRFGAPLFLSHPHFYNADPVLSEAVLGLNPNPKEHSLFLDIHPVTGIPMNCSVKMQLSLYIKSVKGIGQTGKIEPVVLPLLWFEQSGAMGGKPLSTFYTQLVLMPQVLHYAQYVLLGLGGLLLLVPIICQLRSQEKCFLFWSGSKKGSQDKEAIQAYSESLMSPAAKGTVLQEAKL
NSD2 HMT inh: blocks human histone methyltransferase NSD2 | inhibition, % at 12.5 µM | O96028 | NSD2 peptide methylation, AlphaScreen, 120 min | AID 743445 | hit rate 0.54% among 310,000; in the data active means inhibition above about 50%
PvdQ acylase: P. aeruginosa PvdQ acylase inhibition. purified PvdQ acylase, fluorescence plate reader. inhibition, % at 10 µM. hit rate 0.063% among 340,000. AID 488965; in the data active means inhibition above about 30%, passing the limit was not always enough;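 further: 0% = vehicle neutral wells and 100% = reference inhibitor wells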
* = called active by the depositor; x = not tested or not shown. No enrichment for hits. About 2.1% of those tested had a hit in this group.

Sample of the layout (12 entries):
Structure	SR-BI uptake up	Arr AP2 block	LANA DNA inh	RTF Ca sens inh	DAGLB inhibitor	PKA-R2B activ	Keap1 Nrf2 FP	SR-BI HDL uptake	NSD2 HMT inh	PvdQ acylase
CC(C(=O)N1CCCCC1)N1CCN(S(=O)(=O)c2ccc(Cl)cc2)CC1 (centres undefined)	-5	-20	7.4	-2	1	0	-4	5	2	-8
COc1ccc(N(CC(=O)Nc2nc3ccc(C)cc3s2)S(=O)(=O)c2c(C)nn(C)c2C)cc1	-33	-3	-0.4	2	-2	5	-2	33	x	-10
O=C(Cc1cccc(NC(=O)C2CCCN(C(=O)C3CCC3)C2)c1)Nc1cccc(C(=O)N2CCCC2)c1 (centres undefined)	-56	5	3.9	9	1	-1	-8	56	x	-2
COCCCNc1nc2c(-c3cccc(C(F)(F)F)c3)nnn2c2ccccc12	-60	-9	1.3	-10	2	-11	-8	60	x	-20
Cc1cccn2c(=O)cc(COC(=O)C(C)Oc3ccccc3)nc12 (centres undefined)	15	4	2.6	-11	-3	-6	-4	-15	-3	-9
COc1ccc(NC(=O)/C(C#N)=C/c2ccc(-c3ccc(Cl)c(C(=O)O)c3)o2)cc1	-2	24	-0.9	2	-2	-3	3	2	3	5
COCCNc1nc(NCc2ccccc2)c2cnn(C)c2n1	-6	2	-0.7	-1	-2	-8	1	6	1	-6
Cc1ccc(OCCNC(=O)CCNS(=O)(=O)c2ccc(C)cc2)cc1	11	23	1.4	3	-2	-10	0	-11	-1	9
Cc1ccc(NC(=O)CCC(=O)NCCO)cc1	12	-5	2.4	-5	0	-3	-5	-12	0	-9
Cc1noc(C)c1CSc1nnnn1-c1ccc(Cl)cc1	1	2	0.4	0	-2	-3	-5	-1	-3	-6
O=C(N/N=C/c1ccc(OC(=O)c2cccs2)cc1)c1ccc(F)cc1	14	-6	-0.2	-2	-2	5	-1	-14	-1	-6
COCCNC(=O)C(c1ccccc1)N(Cc1cccs1)C(=O)Cn1nnc2ccccc21 (centres undefined)	20	-14	1.6	-5	1	5	8	-20	-2	9

Main list, previewed entries included:
Structure	SR-BI uptake up	Arr AP2 block	LANA DNA inh	RTF Ca sens inh	DAGLB inhibitor	PKA-R2B activ	Keap1 Nrf2 FP	SR-BI HDL uptake	NSD2 HMT inh	PvdQ acylase
CC(C(=O)N1CCCCC1)N1CCN(S(=O)(=O)c2ccc(Cl)cc2)CC1 (centres undefined)	-5	-20	7.4	-2	1	0	-4	5	2	-8
COc1ccc(N(CC(=O)Nc2nc3ccc(C)cc3s2)S(=O)(=O)c2c(C)nn(C)c2C)cc1	-33	-3	-0.4	2	-2	5	-2	33	x	-10
O=C(Cc1cccc(NC(=O)C2CCCN(C(=O)C3CCC3)C2)c1)Nc1cccc(C(=O)N2CCCC2)c1 (centres undefined)	-56	5	3.9	9	1	-1	-8	56	x	-2
COCCCNc1nc2c(-c3cccc(C(F)(F)F)c3)nnn2c2ccccc12	-60	-9	1.3	-10	2	-11	-8	60	x	-20
Cc1cccn2c(=O)cc(COC(=O)C(C)Oc3ccccc3)nc12 (centres undefined)	15	4	2.6	-11	-3	-6	-4	-15	-3	-9
COc1ccc(NC(=O)/C(C#N)=C/c2ccc(-c3ccc(Cl)c(C(=O)O)c3)o2)cc1	-2	24	-0.9	2	-2	-3	3	2	3	5
COCCNc1nc(NCc2ccccc2)c2cnn(C)c2n1	-6	2	-0.7	-1	-2	-8	1	6	1	-6
Cc1ccc(OCCNC(=O)CCNS(=O)(=O)c2ccc(C)cc2)cc1	11	23	1.4	3	-2	-10	0	-11	-1	9
Cc1ccc(NC(=O)CCC(=O)NCCO)cc1	12	-5	2.4	-5	0	-3	-5	-12	0	-9
Cc1noc(C)c1CSc1nnnn1-c1ccc(Cl)cc1	1	2	0.4	0	-2	-3	-5	-1	-3	-6
O=C(N/N=C/c1ccc(OC(=O)c2cccs2)cc1)c1ccc(F)cc1	14	-6	-0.2	-2	-2	5	-1	-14	-1	-6
COCCNC(=O)C(c1ccccc1)N(Cc1cccs1)C(=O)Cn1nnc2ccccc21 (centres undefined)	20	-14	1.6	-5	1	5	8	-20	-2	9
Cc1cc(NC(=O)C(C)SCC(=O)OC(C)C(=O)Nc2cccc(C#N)c2)no1 (centres undefined)	12	-1	1.3	-2	-2	11	-6	-12	0	-21
CC(=O)c1ccc(S(=O)(=O)NCc2ccc(C(=O)NCC(c3ccccc3)N(C)C)cc2)cc1 (centres undefined)	x	28	0.9	0	0	0	-4	x	3	1
COc1nc(C#N)nc(N(C)C)n1	-3	0	-1.7	-5	-2	10	-4	3	-4	-10
COCCCNC(=O)c1ccccc1N(Cc1ccccc1)S(=O)(=O)c1ccc(OC)cc1	x	-19	0.2	-13	0	6	-5	x	0	-17
CC(C)CSc1nc2ccccc2n1CC(N)=O	27	-1	-2.0	-14	-5	2	-2	-27	-1	-15
COCCNC(=O)CSc1ccc(C)cc1	-2	6	1.1	-7	-3	-1	-1	2	-1	-19
CCOc1ccc2ccc(OCC)c(/C=N/n3cnnc3)c2c1	-8	-9	7.2	2	-1	-7	0	8	0	-12
Cn1c(=O)c2c(n(Cc3ccccc3)c1=O)NC(=O)C2CC(=O)O (centres undefined)	-4	-11	0.3	-1	3	-7	-4	4	3	6
COc1ccc(Cn2c(C)nc3c(c(=O)c4ccccc4n3C)c2=O)cc1	5	-3	-2.5	-5	0	2	1	-5	-2	-14
COc1ccc(N2C(=O)CSC2c2cccc(F)c2)cc1 (centres undefined)	24	4	-2.3	-1	0	-7	-4	-24	2	-6
COc1ccc(Nc2nnc(-c3ccc(C(N)=O)cc3)c3ccccc23)cc1	-66	-12	-1.9	2	0	-12	-5	66	3	-5
CCN(CC)CCCNC1CCS(=O)(=O)C1 (centres undefined)	20	3	1.2	-9	0	0	0	-20	4	-13
COC(=O)c1ccn(Cc2ccccc2Cl)n1	4	12	-0.7	-5	3	-3	-2	-4	-2	-6
COc1ccc(OC)c(-c2csc(NC(=O)Cc3cc(OC)c(OC)c(OC)c3)n2)c1	-36	-9	-1.1	-4	0	-10	-2	36	1	-15
CCn1c(=O)cc(OCC(=O)NCc2ccc(C)o2)c2ccccc21	-14	6	0.3	2	1	-2	-5	14	19	-1
CCN=C(Nc1ccc2c(c1)OCO2)SC1CC(=O)N(c2ccc(OC)cc2)C1=O (centres undefined)	10	4	-1.4	8	-2	-14	1	-10	0	8
C1=CCC(CN2CCNCC2)CC1 (centres undefined)	10	14	-0.1	-4	0	5	4	-10	0	-4
CC(C)C[C@H](NC(=O)OC(C)(C)C)C(=O)N1CCC(C(=O)N[C@@H](Cc2c[nH]c3ccccc23)C(=O)O)CC1	-8	-11	-0.1	-2	-2	-4	1	8	2	-12

(next part)
Structure	SR-BI uptake up	Arr AP2 block	LANA DNA inh	RTF Ca sens inh	DAGLB inhibitor	PKA-R2B activ	Keap1 Nrf2 FP	SR-BI HDL uptake	NSD2 HMT inh	PvdQ acylase
Cc1ccc(NS(=O)(=O)c2ccc(N/N=C/c3ccccc3OCC(=O)O)c([N+](=O)[O-])c2)c(C)c1	x	-13	3.5	-4	34	9	-1	x	4	-7
Cc1ccc(NC(=O)CSc2nccn(-c3ccc4c(c3)OCCO4)c2=O)cc1	-4	25	0.1	0	-6	7	-9	4	0	-12
O=C(Nc1ccccc1C(=O)N1CCCCC1)c1cccc(S(=O)(=O)N2CCOCC2)c1	16	0	-1.3	1	1	-4	-7	-16	-2	-6
CCOc1ccc(NC(=O)NN2C(C)CCCC2C)cc1 (centres undefined)	-5	18	-3.8	0	0	1	1	5	2	1
Cc1c(NC(=O)OC(C)C)sc(=S)n1C	x	-3	1.0	-8	-1	-6	-4	x	-1	-9
O=C(c1cccc(Cl)c1)N(Cc1ccco1)C1CCS(=O)(=O)C1 (centres undefined)	5	-2	-0.5	-4	-1	2	-4	-5	x	-11
CC1CCN(CCCOc2ccc(Br)cc2Cl)CC1	28	-10	0.2	-1	1	-5	1	-28	6	-11
O=C(NCc1cccnc1)C1CC2c3ccccc3C1c1ccccc12 (centres undefined)	17	0	-0.1	-1	-1	0	-5	-17	3	8
CCOc1ccc(Br)cc1S(=O)(=O)Nc1cccc(S(=O)(=O)NC2=NCCC2)c1	x	43	-0.7	-5	-1	-9	5	x	x	1
CCN(CC)S(=O)(=O)c1ccc(C)c(NC(=S)N2CCN(Cc3ccc4c(c3)OCO4)CC2)c1	-27	16	1.4	-1	0	4	-1	27	0	7

High-throughput results from PubChem.
